PAFAH2 FP inh – inhibitors of human PAFAH2; 0.99% of 340,000 active; recombinant PAFAH2, FP-rhodamine activity probe, fluorescence polarization; inhibition, % at 3.39 µM; AID 492956;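 active = inhibition above the mean over all tested compounds plus 3 SD, cut at about 30% in these data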;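 note: inhibitors block probe labeling of enzyme so polarization drops; 0% = enzyme with DMSO and 100% = wells lacking PAFAH2 protein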
Fam108B counter – counter-screen for RBBP9 inhibitors: inhibitors of mouse Fam108B. 0.33% of 300,000 active. recombinant Fam108B, FP-Rh probe fluorescence polarization. inhibition, % at 9.51 µM;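 active = inhibition above the screen mean inhibition plus 3 SD, computed separately per campaign, cut at about 18% in these data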;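 note: inhibitors lower polarization as less probe binds the enzyme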
pPAFAH FP inh – inhibitors of human plasma PAF acetylhydrolase (pPAFAH). recombinant pPAFAH, FP-rhodamine probe fluorescence polarization. Q13093. inhibition, % at 3.39 µM. 1.5% of 330,000 active;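 active = inhibition above the mean inhibition across the screen plus 3 SD, cut at about 25% in these data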;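 note: inhibitors block binding of the rhodamine activity-based probe so polarization drops; 0% = enzyme with DMSO and 100% = wells lacking pPAFAH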
PAFAH1B3 inh – blocks human PAF acetylhydrolase 1B catalytic subunit 3. 0.28% of 340,000 active. inhibition, % at 3.39 µM. recombinant PAFAH1B3, FP-rhodamine probe, fluorescence polarization. AID 492972. Q15102;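 active = inhibition above the screen-wide average of all tested compounds plus 3 SD, cut at about 25% in these data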;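 note: 0% = enzyme with DMSO only and 100% = wells lacking PAFAH1B3 protein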
LYPLA1 inh – LYPLA1 (human) inhibition in PME1 counter-screen | recombinant LYPLA1, FP-Rh probe fluorescence polarization | inhibition, % at 5.9 µM | 0.16% of 320,000 active | AID 2174;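 active = inhibition above the mean of all tested compounds plus 3 SD, set per campaign, cut at about 14% in these data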;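 note: inhibitors block serine hydrolase probe labeling of LYPLA1 so polarization falls; 0% = enzyme with DMSO and 100% = wells lacking LYPLA1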
Target sequence (O75608 whole entry, looked up): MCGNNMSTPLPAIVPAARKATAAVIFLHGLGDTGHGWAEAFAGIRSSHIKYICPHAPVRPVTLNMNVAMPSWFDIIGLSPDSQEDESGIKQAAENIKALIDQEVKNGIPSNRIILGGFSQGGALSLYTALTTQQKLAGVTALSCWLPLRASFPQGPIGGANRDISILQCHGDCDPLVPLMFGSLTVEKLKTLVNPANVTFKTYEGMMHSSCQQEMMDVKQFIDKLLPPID
PME-1 primary – PME-1 (human) inhibition; recombinant PME-1, FP-Rh probe fluorescence polarization; inhibition, % at 5.9 µM; 0.53% of 320,000 active;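 active = inhibition above the campaign mean of all compounds plus 3 SD, cut at about 26% in these data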;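 note: competitive labeling of PME-1 active site by serine hydrolase directed probe; 0% = PME-1 with DMSO and 100% = wells lacking PME-1 enzyme; inhibitors block probe labeling so polarization falls and inhibition rises; many of its hits are not listed in these tables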
Target sequence (Q9Y570 whole entry, looked up): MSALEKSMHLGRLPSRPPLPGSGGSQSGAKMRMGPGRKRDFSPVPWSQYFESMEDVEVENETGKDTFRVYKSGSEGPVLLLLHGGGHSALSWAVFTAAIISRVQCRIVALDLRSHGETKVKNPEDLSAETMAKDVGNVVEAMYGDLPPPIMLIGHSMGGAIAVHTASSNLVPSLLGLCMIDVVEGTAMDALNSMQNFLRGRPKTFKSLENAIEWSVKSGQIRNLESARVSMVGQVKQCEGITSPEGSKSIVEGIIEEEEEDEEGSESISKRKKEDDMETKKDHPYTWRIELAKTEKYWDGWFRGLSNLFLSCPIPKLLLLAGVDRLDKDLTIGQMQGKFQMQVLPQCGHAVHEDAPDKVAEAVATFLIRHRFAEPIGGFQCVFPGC
GSTO1 counter – blocks human GSTO1 in RBBP9 counter-screen; P78417; recombinant GSTO1, activity-based probe fluorescence polarization; inhibition, % at 5.96 µM; 1.1% of 300,000 active;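 active = inhibition above the campaign mean inhibition plus 3 SD, cut at about 35% in these data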;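 note: 0% = GSTO1-1 with DMSO and 100% = wells lacking GSTO1-1 enzyme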
Target sequence (P78417 whole entry, looked up): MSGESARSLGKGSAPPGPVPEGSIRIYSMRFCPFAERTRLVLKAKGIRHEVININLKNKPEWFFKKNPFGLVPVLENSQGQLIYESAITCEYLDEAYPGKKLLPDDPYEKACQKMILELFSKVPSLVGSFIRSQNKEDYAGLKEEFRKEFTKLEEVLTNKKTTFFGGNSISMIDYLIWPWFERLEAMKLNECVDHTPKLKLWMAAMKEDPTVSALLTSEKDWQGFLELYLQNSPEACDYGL
PAD4 FP inh – inhibitors of human PAD4; Q9UM07; recombinant PAD4, RCA probe fluorescence polarization; inhibition, % at 6.36 µM; 0.41% of 330,000 active;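 active = percent inhibition above a cutoff equal to the mean of all tested compounds plus 3 SD, cut at about 15% in these data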;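 note: 0% = PAD4 with RCA probe and DMSO and 100% = probe without PAD4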
PAFAH1B2 inh – PAFAH1B2 (human) inhibition | recombinant PAFAH1B2, FP-rhodamine activity probe, fluorescence polarization | inhibition, % at 3.39 µM | 1.2% of 340,000 active | AID 492953;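 active = inhibition above the mean of all tested compounds plus 3 SD, cut at about 24% in these data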;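 note: 0% = enzyme with DMSO and 100% = wells lacking PAFAH1B2; many of its hits are not listed in these tables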
An asterisk follows results filed as active; nt = not tested or not shown. A portion of the library (hit frequency here may not be typical).

SMILES	PAFAH2 FP inh	Fam108B counter	pPAFAH FP inh	PAFAH1B3 inh	LYPLA1 inh	PME-1 primary	GSTO1 counter	PAD4 FP inh	PAFAH1B2 inh
CNC(=O)COC(=O)C1CCN(S(=O)(=O)c2ccc3c(c2)OCCO3)CC1	-4.1	nt	1.4	-2.9	-1.6	6.8	nt	6.0	-2.8
O=C(CCN1C(=O)C2CC=CCC2C1=O)Nc1nc(-c2ccc(F)c(F)c2)cs1 (centres undefined)	-9.4	nt	5.0	4.6	-3.2	-6.8	nt	-0.2	-4.8
Cc1ccc(-c2nnc(N3CCC(C)CC3)c3ccccc23)cc1	-1.2	-1.3	5.7	-0.7	1.8	0.3	-2.2	-2.7	0.5
CCOCCn1ccc2c(OCC(=O)Nc3ccccc3OC)cccc2c1=O	5.3	-4.4	0.5	6.3	-2.4	-0.9	-4.8	1.0	1.0
CCN1CCN(CCCNC(=O)Cn2nc(C)n3nc(-c4ccccc4)cc3c2=O)CC1	4.4	-2.5	6.0	9.6	2.5	4.0	4.1	-7.4	0.7
CN1N=C(C(=O)N2CCc3c([nH]c4ccccc34)C2c2c(F)cccc2Cl)CCC1=O (centres undefined)	5.0	-2.9	6.5	-0.7	0.9	0.8	-5.2	-0.8	3.1
CCCOc1ccc(C2CC(=O)NC2=O)cc1 (centres undefined)	-2.7	0.0	1.3	11.1	2.5	-4.4	3.8	2.7	1.3
NC12CC3CC(C1)CC(CO)(C3)O2	4.9	0.0	-0.2	5.2	-0.3	-0.5	-5.8	-3.1	-2.8
O=C(CN1CCOCC1)Nc1nc(-c2ccccc2Cl)cs1	5.8	-0.4	2.2	-2.0	5.4	0.0	1.3	2.4	-0.6
O=C(NCc1ccc(F)cc1)C(=O)NCC1OCCN1S(=O)(=O)c1ccc2c(c1)OCCO2 (centres undefined)	4.4	0.3	8.3	5.0	-0.9	4.0	-6.7	3.1	9.8
COc1cccc(C(=O)OCc2cc(=O)oc3c(C)c(C)ccc23)c1OC	18.9	-0.1	13.9	7.1	-4.4	-0.3	-2.5	-2.6	-3.4
CN(CC(=O)Nc1cccc(F)c1)C(=O)CCN1C(=O)C2CC=CCC2C1=O (centres undefined)	-1.1	nt	-1.5	1.8	0.9	-4.9	nt	-2.1	8.9
CC1Oc2ccccc2N(Cc2cccnc2)C1=O (centres undefined)	5.1	-1.1	3.2	5.2	-1.6	-1.8	-1.7	-3.4	2.2
CCOC(=O)N1CCN(Cc2nc(C3CC3)no2)CC1	-0.9	1.6	0.1	1.4	-3.7	5.4	2.7	3.0	0.9
O=C(c1cccn2c(=O)c3cc(Cl)ccc3nc12)N1CCN(Cc2ccc3c(c2)OCO3)CC1	-6.6	2.4	-4.2	0.3	-0.5	5.4	6.0	-1.9	0.3
COC(=O)N/N=C/c1cccs1	0.1	1.7	-1.6	4.0	-3.9	1.1	11.7	-6.7	1.0
COc1cc(OC)cc(C(C)=O)c1	3.1	-2.9	-4.7	7.0	1.6	1.5	3.4	-2.1	6.0
Cc1ccnc2nc(C(=O)OCC(=O)c3ccccc3)nn12	-5.2	nt	1.6	2.6	nt	nt	nt	-0.4	4.1
CC1CC(=O)Nc2ccccc2N1C(=O)CN1CCN(c2ccccc2)CC1 (centres undefined)	6.3	1.8	1.2	4.2	-2.1	-6.2	-2.5	0.3	0.6
Cc1cc(=O)oc2cc(OCC(=O)OCC(=O)NC(C)C)ccc12	-9.9	-1.1	-4.2	4.1	1.0	-3.0	1.0	-4.7	-3.3
C=CCNC(=O)C1CC2Cn3c(nc4ccccc43)C2N1C (centres undefined)	5.2	-1.8	0.1	2.8	3.8	-5.7	-3.1	9.5	-1.9
CCOc1cc(Br)c(CN2C(=O)NC3(CCCCCC3)C2=O)cc1OCC	5.3	-3.8	8.4	10.1	0.9	-0.8	-0.3	-4.2	-1.7
CC(NC(=O)c1ccco1)c1nc(-c2ccc(Cl)cc2)no1 (centres undefined)	10.7	0.0	-3.9	3.1	-3.6	-3.9	6.0	-3.1	3.8
CC(=O)N/C(=C\c1ccccc1)C(=O)OC/C=C/c1ccccc1	1.5	-2.4	1.3	12.5	-1.7	-1.7	4.4	1.3	1.1
COc1nc(Oc2ccc(=O)[nH]n2)nc(N2CCOCC2)n1	0.3	-5.7	4.5	-5.3	-2.2	-8.5	0.7	-0.8	-3.3
CCCCC(CC)CNC(=O)c1cccs1 (centres undefined)	-14.8	-3.1	4.2	-1.6	-3.3	-2.3	-3.7	-1.0	16.8
Cc1ccccc1S(=O)(=O)c1c(C)cc(C)n(CC(C)C)c1=O	1.4	-1.8	2.9	5.3	-0.8	4.8	-8.2	2.2	2.0
C1=C(CCNC2=NCCCCC2)CCCC1	-5.8	0.1	-0.8	4.9	1.9	-7.2	-0.3	3.3	-4.5
Cc1nc2sc3c(c2c(=O)n1/N=C/c1ccco1)CCCC3	-4.2	2.3	6.0	13.1	-3.7	-2.2	0.6	-1.9	5.5
CCOc1ccccc1C(=O)Oc1ccc2ccc(=O)oc2c1	-0.7	4.2	0.7	12.3	1.4	-2.5	5.5	-3.9	-0.3
COC(=O)c1c(NC(C)=O)sc(C(=O)Nc2ccccc2F)c1C	2.3	5.5	5.3	5.4	-0.4	-4.2	0.7	3.7	2.4
C=CCOC(=O)CC(NC(=O)c1ccccc1)c1ccccc1 (centres undefined)	-6.3	-1.0	0.6	9.7	-1.0	1.6	8.0	-4.3	3.6
CCOCC(=O)Nc1ccccc1C(=O)O	1.8	1.1	0.5	9.9	-2.2	2.8	-0.2	-2.1	0.0
COc1ccc(CN2CCNC(=O)C2CC(=O)NCCc2c[nH]c3ccccc23)c(OC)c1 (centres undefined)	1.2	-0.2	0.0	4.8	4.1	1.7	5.2	1.5	5.0
O=C(CN1C(=O)c2ccccc2S1(=O)=O)c1ccc(F)cc1	-8.0	-0.1	-2.1	2.4	-0.1	-6.7	-0.5	4.8	1.7
Cc1ccc(S(=O)(=O)Nc2nc3ccc(S(=O)(=O)N4CCCC4)cc3s2)cc1	8.5	-1.4	-3.7	2.1	-2.3	5.8	-18.0	2.2	-1.2
COC(=O)CSc1nnc(-c2cccc(NC(=O)c3ccc(C)cc3)c2)n1C	-1.6	3.0	1.6	0.4	-1.5	3.6	-2.6	-3.2	2.9
COc1ccc(CNC(=O)c2ccc(NC(=O)C3=CSCCO3)cc2)cc1	-2.8	-0.9	4.9	-7.2	-1.2	-2.3	3.7	-1.5	-1.3
CC(=O)c1cc2c(cc1NC(=O)c1cccc(S(=O)(=O)N3CCN(C)CC3)c1)OCO2	17.9	7.3	0.9	2.1	-1.1	1.3	60.6*	-15.2	0.8
CCCn1nnnc1SCC(=O)NCc1ccccc1	2.6	2.6	5.8	0.1	2.4	5.5	15.1	6.0	4.0
COc1cccc(Oc2cc(Cl)nc(N)n2)c1	1.4	1.8	5.2	-2.7	-0.1	0.6	0.3	4.4	3.3
Cc1ccc(S(=O)(=O)N2CCN(C(=O)CCCN3C(=O)NC4(CCCC4)C3=O)CC2)cc1C	5.7	nt	1.7	-2.8	5.5	1.6	nt	5.6	3.8
CC(NS(=O)(=O)c1cn(C)c(=O)n(C)c1=O)c1ccccc1 (centres undefined)	3.6	5.9	6.2	4.1	2.9	1.2	-2.8	-2.2	18.4
Cc1ccc2nc(-c3ccc(N4C(=O)CC(N5CCN(CCO)CC5)C4=O)cc3)sc2c1 (centres undefined)	8.7	2.2	8.1	7.5	-1.9	-2.5	-12.8	3.0	-2.5
C=CCn1cnc2scc(-c3ccc(CC)cc3)c2c1=O	4.8	1.0	4.8	-1.3	-1.4	-2.1	3.4	1.0	0.0
O=C(NCc1cccs1)C(Cc1ccccc1)NS(=O)(=O)c1cccs1 (centres undefined)	-1.5	5.5	2.5	14.5	-2.1	9.7	1.1	3.2	15.5
COc1ccc(C(=O)C2CCCN(Cc3cnc(N4CCOCC4)s3)C2)c(OC)c1 (centres undefined)	-2.4	0.0	5.9	1.1	-2.0	-3.7	4.3	-3.3	-2.8
CN(Cc1nccn1C)C(=O)C1CCC(=O)N(Cc2cccc(C(F)(F)F)c2)C1 (centres undefined)	5.9	-6.5	6.6	0.6	-1.0	2.5	0.6	-7.1	-1.6
CCOC(=O)c1cnc(SC)nc1NCCOC	-1.9	5.5	0.4	15.0	0.8	0.2	7.4	-1.9	5.8
COc1ccc(C2=NN(Cc3c(F)cccc3Cl)C(=O)CC2)cc1	-0.8	1.4	2.3	9.5	0.5	44.0*	-2.6	1.3	4.6
COC(=O)CCS(=O)(=O)c1nc(-c2ccccc2)cc(C(F)(F)F)n1	-10.5	0.1	18.5	3.0	-2.2	8.1	-12.2	-1.3	2.1
O=C(CSc1cccc[n+]1[O-])c1cc2ccccc2o1	-3.8	8.1	0.0	-0.3	-4.2	5.8	-3.6	-7.9	-2.0
C#CCOCCOCCOCCNc1nc(N2CCOCC2)nc(N2CCN(C(=O)[C@H](CCCCN)n3cc(CN)nn3)CC2)n1	-1.3	nt	1.9	4.5	nt	nt	nt	9.1	2.2
[O-][n+]1ccccc1/C=C/c1ccccc1	1.0	-2.0	5.9	5.7	0.4	1.0	-6.4	-3.4	5.3
CCCS(=O)(=O)N1CCN(S(=O)(=O)c2ccc(F)cc2)CC1	-7.0	4.5	-0.7	5.3	0.5	1.6	-3.8	-3.9	4.2
COC(=O)[C@H](Cc1ccccc1)NC(=O)Cn1cnc2c(OCc3ccccc3)ncnc21	5.2	nt	2.9	1.3	nt	nt	nt	-0.2	18.4
Cc1cccn2c(=O)c(C=NCCO)c(Nc3ccc(Cl)cc3)nc12	nt	5.4	2.2	nt	0.8	-0.6	8.0	2.4	nt

Assay outcomes deposited in PubChem by The Scripps Research Institute Molecular Screening Center.
